Source: PubChem BioAssay (several laboratories)
CHRM5 PAM: CHRM5 positive allosteric modulation. P08912. CHO-K1 hM5, Fluo-8 calcium, ACh EC20 PAM; 0% = ACh EC20, 100% = ACh EC100. activation, % at 3 µM. 360,000 tested, 0.3% active. AID 624038;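 active = activation above the run cutoff, the mean activation of all test compounds plus 3 SD, cut at about 18% in these data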
Target sequence (P08912 whole entry, looked up): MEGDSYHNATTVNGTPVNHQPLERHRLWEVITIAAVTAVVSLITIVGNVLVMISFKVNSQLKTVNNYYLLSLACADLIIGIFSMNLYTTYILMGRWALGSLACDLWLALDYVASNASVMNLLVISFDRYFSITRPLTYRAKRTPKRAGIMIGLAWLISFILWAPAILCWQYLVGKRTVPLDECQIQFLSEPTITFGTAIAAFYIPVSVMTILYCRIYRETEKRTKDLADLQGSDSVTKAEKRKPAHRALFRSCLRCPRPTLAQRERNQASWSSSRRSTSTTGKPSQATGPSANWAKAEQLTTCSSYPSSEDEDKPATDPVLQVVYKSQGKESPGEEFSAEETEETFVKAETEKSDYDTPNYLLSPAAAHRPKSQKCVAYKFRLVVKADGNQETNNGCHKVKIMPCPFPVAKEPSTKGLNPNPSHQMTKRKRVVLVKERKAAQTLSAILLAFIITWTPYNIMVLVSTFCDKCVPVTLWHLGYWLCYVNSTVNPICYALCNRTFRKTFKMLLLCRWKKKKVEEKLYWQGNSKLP
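System: CHO-K1 cell line with stable human muscarinic M5 receptor expression | Also added: EC20 acetylcholine as agonist stimulus | Compound: One concentration, 3 µM final (nominal) | Timing: Fluo-8 loading 80 min at 37 °C plus 30 min room temperature | Measured by: Fluo-8 calcium dye fluorescence, kinetic read | Read-out basis: % activation, ACh-normalized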
M4 antag: blocks acetylcholine activation of human M4 receptor | P08173 | CHO-hM4 cells, ACh EC80, Fluo-8 calcium fluorescence | inhibition, % at 3 µM | 360,000 tested, 0.73% active;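 active = inhibition above its plate's cutoff, the mean inhibition of sample wells plus 3 SD, cut at about 27% in these data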;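 also: 0% = acetylcholine EC80 with DMSO and 100% = DMSO without agonist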
M4 ag: agonists of human muscarinic M4 receptor (CHRM4); activation, % at 3 µM; CHO-K1 hM4/Gqi5, Fluo-8 calcium fluorescence; vehicle 0%, full acetylcholine response 100%; AID 624127; 360,000 tested, 0.14% active; P08173;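 active = activation above the run mean over all test wells plus 3 SD, cut at about 32% in these data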;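 also: peak over basal fluorescence ratio per well then scaled between controls; 0% = DMSO wells and 100% = acetylcholine at EC100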
CHRM5 antagonist: blocks acetylcholine activation of human M5 receptor; inhibition, % at 3 µM; P08912; AID 624040; CHO-hM5 cells, Fluo-8 calcium fluorescence, ACh EC80; 360,000 tested, 0.59% active;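 active = inhibition above a per-plate cutoff, the mean of that plate's test compounds plus 3 SD, cut at about 27% in these data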;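 also: 0% = acetylcholine EC80 with DMSO and 100% = DMSO without agonist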
CHRM1 PAM: human CHRM1 positive allosteric modulation. P11229. 360,000 tested, 0.088% active. CHO-K1 hM1, Fluo-8 calcium fluorescence, ACh EC20; 0% = ACh EC20, 100% = maximal ACh. activation, % at 3 µM; in the data active = activation above about 19%, passing the limit was not always enough
CRFBP-R2 block: CRF-BP/CRF-R2 complex antagonism; HEK293 CRF-R2/CRF-BP, CRF-induced calcium fluorescence; inhibition, % at 11.8 µM; 350,000 tested, 0.59% active; AID 588475;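 active = inhibition of the ligand-induced calcium signal above about 50% at the single tested concentration, limit read from the data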
M4 PAM: CHRM4 positive allosteric modulation; activation, % at 3 µM; P08173; CHO-K1 hM4/Gqi5, Fluo-8 calcium fluorescence, ACh EC20; 0% = ACh EC20, 100% = maximal ACh; 360,000 tested, 0.4% active;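 active = activation above its plate's cutoff, the mean activation of sample wells plus 3 SD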; also: some results filed as inactive read as strong as hits
CRFBP-R2 agonist: agonists of human CRF-binding protein/CRF-R2 receptor complex; activation, % at 13.2 µM; HEK293 CRF-R2/CRF-BP, calcium dye fluorescence (FLIPR); percent of saturating CRF peptide response; 350,000 tested, 0.46% active;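 active = activation of at least 50%, plus an integration ratio under a set limit after plate pattern correction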;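 also: plate controls were neutral control wells without compound for no effect and CRF at EC100 for full effect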
CHRM5 agonist: agonists of human muscarinic M5 receptor (CHRM5); CHO-K1 hM5 cells, Fluo-8 calcium fluorescence; 0% DMSO wells, 100% maximal acetylcholine response; activation, % at 3 µM; 360,000 tested, 0.19% active;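 active = activation above the run's mean over test compounds plus 3 SD, cut at about 23% in these data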;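 also: signal is peak over basal fluorescence ratio across the kinetic read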
* marks the source's active call; other numbers are inactive results; x = not tested or not shown.

SMILES	CHRM5 PAM	M4 antag	M4 ag	CHRM5 antagonist	CHRM1 PAM	CRFBP-R2 block	M4 PAM	CRFBP-R2 agonist	CHRM5 agonist
CCc1nc2ccccc2n1Cc1cc(=O)n2cc(C)ccc2n1	2.1	4.2	0.5	-3.9	5.0	2.6	8.1	-1.8	-8.6
Cc1cn([C@H]2C[C@H](O)[C@@H](CNC(=O)[C@@H]3CCCN3Cc3ccccc3)O2)c(=O)[nH]c1=O	1.6	-34.1	0.6	-4.3	-0.7	-0.5	11.9	-0.1	-0.5
COc1cccc(C(=O)Nc2ccc(NC(=O)c3ccco3)c(Cl)c2)c1	-1.8	-0.1	5.7	-3.3	2.1	-19.4	-1.0	1.1	-3.0
Cc1nn(S(=O)(=O)c2ccc([N+](=O)[O-])cc2)c(C)c1Sc1ccccc1	-8.1	-11.4	-1.3	5.1	7.2	16.9	12.3	-5.8	7.0
Oc1ccc(C2C=C(c3ccc(F)cc3)Nc3ncnn32)cc1 (configuration not stated)	7.4	-6.6	0.9	-3.0	7.5	-5.5	26.7	40.7	-2.1
COc1ccccc1-c1cc(C(=O)NCCc2ccccc2)no1	-14.9	-10.3	0.2	5.3	1.8	32.9	-1.8	-0.8	-4.2
O=C(NCCc1ccccc1)c1cnc2n(c1=O)CCS2	4.5	-12.7	1.9	6.5	4.4	-0.3	6.1	-0.3	-4.8
Cc1cccc(NC2=C(NC(=O)c3ccccc3)C(=O)c3ccccc3C2=O)c1	-6.7	8.4	0.9	7.4	-8.9	-37.1	-12.0	0.2	-3.4
COc1ccc(N2CCN(C(=O)[C@@H](NC(=O)c3ccccc3Cl)C(C)C)CC2)cc1	1.3	-0.8	2.5	-3.6	10.1	0.2	2.6	0.7	-2.5
O=C(Nc1ccccc1)Nc1nnc(Cc2ccc([N+](=O)[O-])cc2)s1	-3.3	-2.2	4.0	1.4	-2.8	-6.3	-0.9	-1.0	3.9
CC(Oc1cccc(Cl)c1)C(=O)NCCCCc1ccccc1 (configuration not stated)	-1.5	2.6	-0.8	6.0	7.1	-27.3	3.1	1.9	-4.0
CCc1cc(=O)oc2cc(C)cc(OC(C)C(=O)NCCCN3CCOCC3)c12 (configuration not stated)	-2.5	-7.0	3.8	3.8	-1.7	2.1	-2.6	0.6	-1.7

A draw from above in order of count of non-hydrogen atoms, rising:
SMILES	CHRM5 PAM	M4 antag	M4 ag	CHRM5 antagonist	CHRM1 PAM	CRFBP-R2 block	M4 PAM	CRFBP-R2 agonist	CHRM5 agonist
O=C(NCCc1ccccc1)c1cnc2n(c1=O)CCS2	4.5	-12.7	1.9	6.5	4.4	-0.3	6.1	-0.3	-4.8
CC(Oc1cccc(Cl)c1)C(=O)NCCCCc1ccccc1 (configuration not stated)	-1.5	2.6	-0.8	6.0	7.1	-27.3	3.1	1.9	-4.0
COc1ccccc1-c1cc(C(=O)NCCc2ccccc2)no1	-14.9	-10.3	0.2	5.3	1.8	32.9	-1.8	-0.8	-4.2
O=C(Nc1ccccc1)Nc1nnc(Cc2ccc([N+](=O)[O-])cc2)s1	-3.3	-2.2	4.0	1.4	-2.8	-6.3	-0.9	-1.0	3.9
COc1ccc(N2CCN(C(=O)[C@@H](NC(=O)c3ccccc3Cl)C(C)C)CC2)cc1	1.3	-0.8	2.5	-3.6	10.1	0.2	2.6	0.7	-2.5

Remaining list, next part:
SMILES	CHRM5 PAM	M4 antag	M4 ag	CHRM5 antagonist	CHRM1 PAM	CRFBP-R2 block	M4 PAM	CRFBP-R2 agonist	CHRM5 agonist
Cc1c(C(=O)Nc2ccc(F)cc2)oc2ccc(S(=O)(=O)N3CCCC3)cc12	-1.5	-6.2	2.9	1.5	-2.4	1.4	0.2	0.6	1.1
CN(CCCn1cnc2c(OCc3ccccc3)ncnc21)Cc1ccco1	-4.3	3.6	0.4	6.5	-15.5	16.2	-2.1	-0.7	-3.1
COCCN(C(=O)Nc1ccccc1)c1ccccc1	3.1	-6.5	0.8	2.5	1.2	8.8	7.2	3.3	-1.6
O=C(Nc1cccc(Cl)c1)OCCOCCOC(=O)Nc1cccc(Cl)c1	-11.9	6.7	9.1	-0.6	-4.9	2.9	-7.4	7.8	-3.8
CCOc1ccc(C(=O)CN2CCN(S(=O)(=O)c3ccc(OC)cc3)CC2)cc1	0.4	-6.4	8.8	0.5	2.8	6.1	3.6	-0.7	-3.4
CCOC(=O)c1c(N)sc2c(OC)c(Br)ccc12	2.8	5.1	-0.8	-2.5	7.2	-14.4	-2.3	-0.4	-4.3
COC(=O)N1CCCCC1c1cc(C(=O)Nc2ccc3c(c2)OCO3)no1 (configuration not stated)	-2.9	-2.0	3.5	0.1	-2.4	x	-3.3	x	0.0
COc1ccc(CC(=O)Nc2ccc(N3CCN(c4ccc(OC)cc4)CC3)c(C#N)c2)cc1	-3.7	-3.9	4.8	1.5	-1.5	3.6	9.6	0.9	0.2
O=C(NCCN1CCOCC1)C1CCC(=O)N1Cc1ccc(F)cc1 (configuration not stated)	-1.2	1.9	1.6	-6.2	3.5	-3.2	-2.0	-1.0	-5.6
C=CCOc1c(Cl)cc(CNCCCN2CCOCC2)cc1OC	4.3	5.3	0.9	-3.5	1.6	14.3	1.6	-1.7	0.6
CCn1cc(Br)c(C(=O)Nc2ccc(OC)cc2)n1	-2.3	-10.9	0.0	1.4	5.8	-1.8	-0.8	1.2	-2.1
CCN(CC)C(=O)Cn1cc(C(=O)C(=O)N2CCN(c3ccc(OC)cc3)CC2)c2ccccc21	8.8	-13.9	2.8	-12.6	11.3	-4.9	1.6	-2.4	-1.4
Cc1ccc(NC(=O)N2CCCC2C(=O)NCc2cccs2)cc1 (configuration not stated)	5.2	-4.3	0.5	-8.7	7.7	-21.4	3.0	-1.1	-4.1
CCS(=O)(=O)n1nc(-c2ccccc2)nc1SC	-0.9	1.1	-0.2	-1.5	7.1	37.9	2.3	-0.6	2.3
CSc1nsc(SCC(=O)Nc2ccccc2)n1	4.0	-1.3	2.4	-3.5	-1.2	0.9	2.2	-0.4	-0.6

Among those listed so far, 2 have a thiophene ring, fused or not:
SMILES	CHRM5 PAM	M4 antag	M4 ag	CHRM5 antagonist	CHRM1 PAM	CRFBP-R2 block	M4 PAM	CRFBP-R2 agonist	CHRM5 agonist
CCOC(=O)c1c(N)sc2c(OC)c(Br)ccc12	2.8	5.1	-0.8	-2.5	7.2	-14.4	-2.3	-0.4	-4.3
Cc1ccc(NC(=O)N2CCCC2C(=O)NCc2cccs2)cc1 (configuration not stated)	5.2	-4.3	0.5	-8.7	7.7	-21.4	3.0	-1.1	-4.1
